DAX1 inh-1 = NR0B1 (DAX1) inhibition; P51843; inhibition, % at 6.75 µM; hit rate 0.99% among 340,000; AID 504766; HEK293 Gal4-DAX1 luciferase reporter, luminescence;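 active = inhibition above the mean over all tested compounds plus 3 SD, cut at about 4.2% in these data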;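 also: 0% = DAX1-transfected cells with DMSO and 100% = empty-vector control cells with DMSO; inhibition shows as a rise in luminescence from relieved DAX1 repression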
PLC-beta3 inh = blocks human PLC-beta3 enzyme activity; hit rate 0.18% among 370,000; inhibition, % at 12.2 µM; AID 720704; Q01970; Purified PLC-beta3, fluorogenic substrate, fluorescence; in the data active = inhibition above about 11%;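 also: 0% = median of compound wells on plate and 100% = full blocker control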
GAA850 FXN act = activators of GAA850 frataxin (FXN) promoter | AID 540364 | activation, % at 6 µM | hit rate 0.56% among 360,000 | HEK293 lucGAA850 FXN promoter luciferase reporter, 24 h; percent of 10 µM SAHA response;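 active = activation above the average of all compounds screened plus 3 SD, cutoff fixed separately per campaign, cut at about 7.5% in these data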;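 also: 0% = DMSO wells and 100% = 10 µM SAHA wells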
ADAM17 inh = ADAM17 inhibition, QFRET primary screen; inhibition, % at 6.95 µM; hit rate 0.83% among 370,000; recombinant ADAM17, EDANS/DABCYL FRET peptide cleavage;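 active = inhibition above the mean of compounds lying between control limits plus 3 SD, set per campaign, cut at about 8.5% in these data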;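 also: 0% = DMSO-only wells as the low control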
PLCg1 inh = PLC-gamma1 (human) inhibition, primary screen; P19174; hit rate 0.84% among 370,000; purified PLC-gamma1, fluorogenic substrate, fluorescence; inhibition, % at 12.2 µM; in the data active = inhibition above about 9.5%
hgDAF12 agonist = hgDAF-12 agonism, primary luciferase screen; HEK293 GAL4-hgDAF12 UAS-luciferase reporter, agonist luminescence; normalized to butyrate control; activation, % at 6.8 µM; hit rate 1.8% among 370,000; AID 687014;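 active = activation above a cutoff set at the mean of all screened compounds plus 3 SD, cut at about 10% in these data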;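 also: 0% = DMSO wells and 100% = sodium butyrate wells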
DAX1 inh-2 = inhibitors of DAX1 repression of SF-1 activated StAR promoter. inhibition, % at 6.8 µM. HEK293T StAR-luciferase reporter, SF-1/DAX-1 repression relief. hit rate 1.1% among 370,000. AID 652010;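 active = inhibition above the mean over all tested compounds plus 3 SD, cut at about 3.6% in these data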;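 also: 0% = DAX-1 cells with DMSO and 100% = cells lacking DAX-1 with DMSO; higher inhibition means more luminescence from relief of DAX-1 repression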
hcDAF12 agonist = H. contortus DAF-12 activation, primary screen. HEK293 hcDAF-12 lit1-tk-luc reporter, luminescence; 0% DMSO, 100% Δ7-dafachronic acid. activation, % at 6.8 µM. hit rate 1.4% among 370,000;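 active = activation above the mean of all tested compounds plus 3 SD, cut at about 5.5% in these data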;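 also: 100% = response to 3 µM Δ7-dafachronic acid high control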
sPLA2-III inh = Blocks human group III sPLA2 activity; Q9NZ20; QFRET BODIPY PC-A2 liposome hydrolysis, fluorescence; inhibition, % at 12.2 µM; hit rate 0.56% among 370,000;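 active = inhibition above mean plus 3 SD of compounds lying within the high and low control bounds, cut at about 19% in these data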;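 also: 0% = median of test compound wells and 100% = no enzyme DMSO wells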
Target sequence (Q9NZ20 whole entry, looked up): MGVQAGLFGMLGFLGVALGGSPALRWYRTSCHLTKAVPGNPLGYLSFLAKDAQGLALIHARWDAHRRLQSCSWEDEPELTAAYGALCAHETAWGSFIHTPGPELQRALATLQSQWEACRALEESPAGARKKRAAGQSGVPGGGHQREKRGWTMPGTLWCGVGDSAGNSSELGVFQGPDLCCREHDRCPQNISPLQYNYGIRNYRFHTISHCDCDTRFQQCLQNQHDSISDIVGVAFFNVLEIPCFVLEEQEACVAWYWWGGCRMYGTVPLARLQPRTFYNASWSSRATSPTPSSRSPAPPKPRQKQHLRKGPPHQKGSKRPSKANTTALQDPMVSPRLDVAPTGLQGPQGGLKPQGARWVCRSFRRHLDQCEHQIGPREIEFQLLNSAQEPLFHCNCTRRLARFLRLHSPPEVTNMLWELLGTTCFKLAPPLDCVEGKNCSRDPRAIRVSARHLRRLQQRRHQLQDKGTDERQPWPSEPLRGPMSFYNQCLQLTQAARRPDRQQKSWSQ
ADAM10 inh = inhibitors of human ADAM10 | O14672 | recombinant ADAM10, EDANS/DABCYL FRET peptide cleavage, 3 h | inhibition, % at 7 µM | hit rate 0.62% among 370,000 | AID 720582;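 active = inhibition above a per-campaign cutoff equal to the mean of compounds falling between control-based bounds plus 3 SD, cut at about 20% in these data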;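 also: 0% = DMSO wells while the 100% control is not disclosed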
Target sequence (O14672 214-748 limits assumed): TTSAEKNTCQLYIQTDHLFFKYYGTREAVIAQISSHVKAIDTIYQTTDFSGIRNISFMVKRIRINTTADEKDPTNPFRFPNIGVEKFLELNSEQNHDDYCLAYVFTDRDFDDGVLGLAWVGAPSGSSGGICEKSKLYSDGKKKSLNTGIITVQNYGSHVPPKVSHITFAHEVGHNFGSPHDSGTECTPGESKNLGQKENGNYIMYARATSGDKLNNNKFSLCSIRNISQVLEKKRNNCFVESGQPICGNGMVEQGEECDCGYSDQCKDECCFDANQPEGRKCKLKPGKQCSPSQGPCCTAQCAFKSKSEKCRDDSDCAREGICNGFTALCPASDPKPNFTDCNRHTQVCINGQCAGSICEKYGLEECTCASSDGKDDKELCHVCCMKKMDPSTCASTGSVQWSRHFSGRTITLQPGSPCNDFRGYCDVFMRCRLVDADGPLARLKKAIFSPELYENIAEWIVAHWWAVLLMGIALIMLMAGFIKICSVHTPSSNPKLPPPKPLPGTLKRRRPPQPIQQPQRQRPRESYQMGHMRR
ssDAF12 agonist = activators of S. stercoralis DAF-12 nuclear receptor; HEK293 ssDAF-12/GRIP1 lit1-tk-luc reporter, luminescence; % of 3 µM dafachronic acid response; activation, % at 6.8 µM; hit rate 1% among 370,000;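 active = activation above the mean over all tested compounds plus 3 SD, cut at about 0.9% in these data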;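 also: 0% = DMSO-only wells and 100% = 3 µM delta7-dafachronic acid wells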
* = called active by the depositor; nt = no result given.

SMILES	DAX1 inh-1	PLC-beta3 inh	GAA850 FXN act	ADAM17 inh	PLCg1 inh	hgDAF12 agonist	DAX1 inh-2	hcDAF12 agonist	sPLA2-III inh	ADAM10 inh	ssDAF12 agonist
N#Cc1c(N)nc2c(c1-c1ccncc1)CCCC2	-0.8	-92.0	4.2	-44.6	-69.3	-1.1	-0.3	-1.8	3.8	-174.0	-1.5
COc1ccccc1-c1cc(-c2ccccc2)nc(SCC(=O)O)c1C#N	1.4	-40.9	-0.5	-18.6	-28.5	0.1	0.1	-2.9	-20.7	-51.9	-1.1
CCOc1ccc(NC(=O)CSc2ncn[nH]2)cc1	0.2	-2.5	-0.6	-2.6	1.8	-1.1	0.1	0.2	-18.9	-0.6	-0.5
CN(C)c1ccc(-c2ccnc3c2CC(C)(C(=O)Nc2ccccc2)O3)cc1 (centres undefined)	nt	-224.9	0.8	-125.5	-161.2	-3.8	0.0	-0.3	11.9	-376.3	-0.9
CC1(C)C(O)=C(c2nc3ccccc3[nH]2)C(=N)N1c1ccccc1	-0.6	-123.4	0.9	-8.9	-112.1	-1.5	0.4	0.7	0.5	-11.2	0.8
COc1ccc(N2C(=O)CC(c3ccccc3)CC2=O)cc1	1.4	1.6	0.9	-2.2	-0.8	-1.0	0.3	-1.5	2.9	-0.8	-1.3
COc1c(Cl)cc(-c2noc(C)c2C(=O)NC(C)C)cc1Cl	3.4	1.4	-0.9	-1.0	0.9	1.9	-0.8	-3.1	2.0	-4.6	-1.0
CC(=O)c1cccc(OCC(=O)N(C)CC(=O)NCc2ccco2)c1	0.6	-21.0	-0.6	-2.6	-10.4	-1.2	-1.7	-0.6	-13.8	-13.7	-1.1
CN(C)S(=O)(=O)c1ccc(NC(=O)c2cc3ccccc3o2)cc1	-0.3	-3.5	2.0	-1.2	-2.5	3.2	-0.5	-0.3	-12.9	-2.3	-1.7
CCOC(=O)CC1C(=O)NCCN1C(=O)Nc1ccccc1 (centres undefined)	1.3	1.8	0.6	-1.5	1.3	-1.3	-0.1	-0.8	-3.2	3.6	-1.3
COc1ccc(CN2CCN(C(C)C)C(CCO)C2)cc1Cn1cncn1 (centres undefined)	-0.3	-2.8	0.1	-4.5	-1.3	0.2	0.0	1.4	4.1	-5.8	-1.3
CC1Sc2ccc(C#N)cc2N(Cc2cccc(C(F)(F)F)c2)C1=O (centres undefined)	nt	-0.3	-2.1	3.4	2.2	-2.1	0.8	-1.5	-5.6	9.8	-1.5
O=C1CCC2=C(CCCC2=O)N1	0.7	-4.0	2.2	-5.2	2.9	-2.6	-0.4	-1.5	3.2	-5.5	-1.2
CCCCNC(=S)NCCN1CCCCC1	-0.3	0.3	-0.5	-3.7	1.4	0.0	-0.1	1.4	1.9	-5.3	-0.4
COc1ccc(N(CC(=O)Nc2cccc(N(C)S(C)(=O)=O)c2)S(=O)(=O)c2ccc(C)cc2)cc1	-1.2	3.4	-0.6	3.5	0.9	0.2	0.1	-2.0	-31.5	7.0	-1.4
CC1Sc2ccc(S(=O)(=O)N3CCC(C(=O)NCC(C)c4ccccc4)CC3)cc2NC1=O (centres undefined)	-0.9	0.3	-3.5	16.4*	6.2	-7.7	-6.5	-3.2	-39.2	9.5	-1.7
CON(C)c1nc(C2CCCCC2)c2cc(C)ccc2n1	0.9	-6.6	2.3	-7.1	-3.9	-0.2	0.1	4.4	5.9	-22.7	-0.5
Oc1c(Br)cc(C=Nc2ccc3nc(-c4ccccc4)[nH]c3c2)c(O)c1Br	nt	-439.4	nt	-101.6	-381.2	5.8	1.6	2.3	1.9	-368.6	-0.1
O=C(CCCOc1ccc(Cl)cc1Cl)Nc1cc(S(=O)(=O)N2CCOCC2)ccc1N1CCOCC1	-0.8	-4.7	-1.6	-0.8	0.3	-1.4	0.6	-0.9	1.7	-12.2	-0.8
C[C@@H]1CN([C@H](C)CO)C(=O)c2cc(C#C[C@@H](C)O)cnc2O[C@H]1CN(C)C(=O)c1ccc(F)cc1	0.6	-3.7	1.1	-7.3	-1.6	3.0	-0.5	-0.9	2.6	-15.4	-1.4
COc1ccc(Nc2nc(C)cc(C)c2C#N)c(OC)c1	1.5	-6.0	-0.5	-0.5	-0.3	2.1	-0.1	1.5	-3.2	1.1	-0.9
O=C1CC(N2CCCC2)=NC(=O)N1c1ccc(Br)cc1	nt	-8.0	nt	-0.9	-7.0	2.3	0.5	-0.1	-1.6	-5.3	-1.3
CCN(Cc1nc2ccccc2c(=O)[nH]1)C(=O)COc1ccccc1-c1ccccc1	-0.2	-5.7	-3.8	-0.6	-1.5	-1.2	-0.8	-1.1	-15.8	-5.6	-1.5
O=C(CN(Cc1ccccc1)C(=O)CCC(=O)Nc1nccs1)NCc1ccccc1	-1.8	-0.2	-0.2	-0.1	2.5	1.2	0.2	-1.6	-4.2	1.9	-1.4
OC(CNCc1ccc(-c2ccccc2)cc1)c1ccccc1 (centres undefined)	-1.6	0.8	-0.6	-0.9	2.2	-2.9	0.3	-2.5	-5.6	3.3	-1.4

Just PLC-beta3 inh and ADAM10 inh, for some of the entries so far:
| Compound | PLC-beta3 inh | ADAM10 inh |
| --- | --- | --- |
| O=C1CCC2=C(CCCC2=O)N1 | -4.0 | -5.5 |
| CC1Sc2ccc(C#N)cc2N(Cc2cccc(C(F)(F)F)c2)C1=O (centres undefined) | -0.3 | 9.8 |
| CC1(C)C(O)=C(c2nc3ccccc3[nH]2)C(=N)N1c1ccccc1 | -123.4 | -11.2 |

Further compounds follow.
SMILES	DAX1 inh-1	PLC-beta3 inh	GAA850 FXN act	ADAM17 inh	PLCg1 inh	hgDAF12 agonist	DAX1 inh-2	hcDAF12 agonist	sPLA2-III inh	ADAM10 inh	ssDAF12 agonist
COc1ccc(C(=O)c2c(C)c3cc(C)ccc3n2CC(O)CN2CCOCC2)cc1 (centres undefined)	-0.7	-13.4	1.0	2.2	-6.7	0.4	-0.2	-1.2	-14.4	5.4	-0.9
C[n+]1cnn2c1SCC1(COC1)C2	-0.5	-0.3	0.7	-3.4	1.7	0.1	0.3	-1.1	11.7	-0.7	-1.4
CC(C)(C)c1ccc(-n2nc(C(N)=O)c(O)cc2=O)cc1	-0.8	-7.9	0.5	0.7	-4.3	1.3	0.2	-1.0	0.5	-1.0	-1.2
CC(=O)Nc1cc(-c2ccccc2)cn2c(-c3cccc(C(C)=O)c3)cnc12	nt	-28.1	2.0	-10.2	-18.4	-5.0	-1.1	-0.3	-12.9	-33.9	-1.1
COc1cccc(OC)c1C(=O)Nc1ccc(C(=O)c2ccncc2)cc1	0.2	-0.7	0.0	-1.9	2.3	-2.5	-1.0	2.1	9.1	-6.4	-1.3
Cc1ccccc1C(=O)NCC(=O)NC1CC1	1.1	-1.4	1.3	6.8	8.1	-1.1	1.0	-1.3	1.6	1.7	-1.0
CCCCn1c(N)c(N(CCC(C)C)C(=O)COC(=O)Cc2ccc(Cl)cc2)c(=O)[nH]c1=O	0.1	-8.2	-0.6	-3.1	0.5	0.7	-0.5	-1.0	3.9	-2.1	-0.8
COc1cc(C(=O)NNC(=O)C2CSC3(C)CCC(=O)N23)cc(OC)c1OC (centres undefined)	0.8	-2.3	-0.9	-4.9	-16.7	0.5	0.5	2.5	11.1	-4.6	-0.3
Cc1c(C(=O)N(Cc2ccccc2)Cc2cccs2)cnn1-c1ccc(Cl)cc1	nt	-4.6	0.2	3.5	4.7	2.5	0.6	0.7	-2.3	14.2	-0.7
O=C1CN(C(=O)CN2CCCC2)C(c2ccccc2)c2cc(Br)ccc2N1 (centres undefined)	0.0	1.0	2.5	-1.7	0.0	-1.1	0.1	0.2	2.1	-3.7	-0.1
Cc1csc(C(C)N(C)C(=O)CCc2nnc(CCc3ccccc3)o2)n1 (centres undefined)	0.4	-3.6	-1.7	-1.6	1.2	-2.2	1.0	-1.4	-2.7	1.2	-1.7
Cc1ccc(N(Cc2cc3ccc(C)cc3[nH]c2=O)C(=O)c2ccco2)cc1	-1.4	-1.8	0.0	-2.7	-2.1	1.5	0.0	0.6	1.4	8.7	0.8
COc1ccc(N2CCN(S(=O)(=O)c3ccc4c(c3)CC(C)N4C(=O)C3CC3)CC2)cc1 (centres undefined)	0.2	-8.2	1.1	-6.4	1.9	-0.3	-0.6	-2.4	6.5	-1.4	-0.8
O=C(c1cccs1)N1CCCC(c2nc3c(nnn3Cc3ccccc3)c(=O)[nH]2)C1 (centres undefined)	1.0	-8.0	2.5	-5.3	-2.3	0.1	0.2	-2.0	-11.7	-2.7	-1.5
CCC(=O)NC(=S)Nc1ccc(NC(=S)NC(=O)c2ccc(C)cc2)cc1	-0.5	4.8	1.7	-6.9	0.5	-1.2	0.1	-0.9	1.5	3.9	-0.6
COc1ccc(CN2C(=O)c3ccccc3C(/C=N\OCc3ccc(C)cc3)C2=O)cc1 (centres undefined)	-1.0	-58.0	1.2	-34.0	-46.1	-0.7	0.1	3.9	-14.8	-111.1	-0.7
O=c1[nH]c2ccccc2c2nc3ccccn3c12	1.6	-2.5	4.9	-1.4	0.3	12.0*	1.1	8.1*	-1.8	-8.9	1.7*
CCOC(=O)CNC(=O)CSc1nc2nc(C)c(Br)cc2[nH]1	0.1	3.2	2.0	-1.0	1.8	1.1	-0.5	-0.7	-6.6	3.7	-0.9
c1cc2c(cc1-c1[nH]ncc1CN1C[C@H]3CC[C@H]1C3)OCO2	0.9	-1.2	1.2	-1.7	-1.9	-1.8	0.7	-1.3	-2.9	-2.5	-1.7
Cc1cccc(NC(=O)[C@H](C)NC(=O)[C@@H]2Cc3ccccc3CN2C(=O)OC(C)(C)C)c1	0.1	-5.1	1.7	0.6	1.6	2.5	0.0	-1.4	-7.1	5.0	-1.1
O=C(NCC(=O)N1CC=C(c2ccccc2)CC1)c1ccco1	-1.2	-6.7	3.0	-3.9	-1.8	1.2	0.1	-0.3	13.3	-6.5	-0.6
CC(C)NC(=O)CSc1nc2ccccc2n1CC(=O)N(C(C)C)C(C)C	-0.1	-1.0	2.6	-8.8	3.0	-4.2	-0.3	-1.5	8.9	-6.5	-0.9

2 records picked at random from those above:
SMILES	DAX1 inh-1	PLC-beta3 inh	GAA850 FXN act	ADAM17 inh	PLCg1 inh	hgDAF12 agonist	DAX1 inh-2	hcDAF12 agonist	sPLA2-III inh	ADAM10 inh	ssDAF12 agonist
O=c1[nH]c2ccccc2c2nc3ccccn3c12	1.6	-2.5	4.9	-1.4	0.3	12.0*	1.1	8.1*	-1.8	-8.9	1.7*
C[C@@H]1CN([C@H](C)CO)C(=O)c2cc(C#C[C@@H](C)O)cnc2O[C@H]1CN(C)C(=O)c1ccc(F)cc1	0.6	-3.7	1.1	-7.3	-1.6	3.0	-0.5	-0.9	2.6	-15.4	-1.4

Bioassay records: PubChem BioAssay, The Scripps Research Institute Molecular Screening Center
